Pemphigus Ab inh – human desmoglein-3 autoantibody binding inhibition; AID 588358; P32926; 310,000 compounds, 0.48% hits; DSG3-coupled beads, scFv-anti-DSG3-GFP binding, flow cytometry; active compounds read low; binding (percent of control), % at 10 µM;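 active means binding more than 3 SD below its plate's average and above zero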;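 further: hits lower antibody fragment binding to DSG3; some compounds called inactive have numbers as strong as hits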
PKA-R1A act – PKA-R1A complex activation | AID 504707 | activation, % at 11.4 µM | PKA-R1A dissociation, Cy5-IP20 fluorescence polarization; scaled: DMSO 0%, 113 µM cGMP 100% | 340,000 compounds, 0.083% hits;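 active means percent activation above the mean of all tested compounds plus 3 SD, cut at about 19% in these data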;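 further: higher means more PKAc released from R1A so a rise in polarization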
PKA-R2B act – PKA-R2B complex activation. P22694+P31323. 340,000 compounds, 0.079% hits. PKA-R2B holoenzyme dissociation, Cy5-IP20 fluorescence polarization; R2B truncated from residue 108, S112A mutant; 0% DMSO only, 100% 113 µM cGMP. activation, % at 11.4 µM;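 active means activation above a cutoff set at the mean over all compounds plus 3 SD, cut at about 18% in these data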;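 further: higher means more holoenzyme dissociation and a rise in polarization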
Target sequence (P31323 whole entry, looked up, other chains not shown, the tested form may be a part): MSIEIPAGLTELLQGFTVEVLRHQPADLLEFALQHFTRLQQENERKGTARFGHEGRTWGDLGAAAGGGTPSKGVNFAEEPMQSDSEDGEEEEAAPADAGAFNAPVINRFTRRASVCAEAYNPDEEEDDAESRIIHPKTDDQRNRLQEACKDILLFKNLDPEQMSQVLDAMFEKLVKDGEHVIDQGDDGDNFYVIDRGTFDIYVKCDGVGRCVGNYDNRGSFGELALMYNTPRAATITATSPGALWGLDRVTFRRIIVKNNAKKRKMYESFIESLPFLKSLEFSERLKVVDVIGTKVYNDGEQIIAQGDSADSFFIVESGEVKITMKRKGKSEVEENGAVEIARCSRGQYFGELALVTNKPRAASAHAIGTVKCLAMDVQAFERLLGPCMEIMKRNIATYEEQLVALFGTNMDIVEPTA
HTR5A inv ag – HTR5A inverse agonism, opioid heterodimer counter-screen; P47898; HTR5A cell line, luminescence; inhibition, % at 9.3 µM; 340,000 compounds, 0.083% hits; AID 504634; in the data active means inhibition mostly above about 23%, no sharp cut-off; inactive means mostly below about 18%;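 further: 0% = cells with DMSO and 100% = no-cell wells with DMSO; some compounds called inactive have numbers as strong as hits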
Target sequence (P47898 whole entry, looked up): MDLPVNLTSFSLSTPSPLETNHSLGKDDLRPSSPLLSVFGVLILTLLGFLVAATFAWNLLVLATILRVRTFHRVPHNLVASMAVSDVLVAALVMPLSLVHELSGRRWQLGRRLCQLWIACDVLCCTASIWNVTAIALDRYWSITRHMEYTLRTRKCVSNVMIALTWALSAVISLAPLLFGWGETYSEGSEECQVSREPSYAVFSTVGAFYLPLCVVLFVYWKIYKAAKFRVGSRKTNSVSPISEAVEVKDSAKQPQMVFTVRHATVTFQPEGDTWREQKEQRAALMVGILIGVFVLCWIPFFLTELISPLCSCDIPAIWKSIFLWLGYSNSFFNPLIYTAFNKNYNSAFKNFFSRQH
HTR5A ag – activates human HTR5A in OPRM1-OPRD1 agonist counter-screen; HTR5A agonist assay, luminescence, cell-based; P47898; activation, % at 9.3 µM; 340,000 compounds, 0.61% hits; in the data active means activation mostly above about 9.5%, no sharp cut-off; inactive means mostly below about 7.6%;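 further: 0% = cells with vehicle only and 100% = reference agonist; strong numbers were not always called active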
Arrestin-AP2 inh – blocks beta-arrestin peptide binding to AP2 adaptin; FITC-arrestin peptide / GST-AP2 beads, flow cytometry; AP2 beta2 appendage carries R879A mutation; inhibition, % at 10 µM; AID 504490; 340,000 compounds, 0.31% hits;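 active means inhibition above a set limit, near 3 SD of compounds lacking own fluorescence, cut at about 54% in these data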;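 further: plate controls were DMSO wells for no effect and 5 µM unlabelled arrestin peptide for full effect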
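System: GST-AP2 R879A glutathione beads | Also added: FITC-arrestin peptide, 50 nM | Times: 12 min plus 1 h, RT | Signal: Bead flow cytometry, FITC channel | Buffer or medium: PBS with 0.05% Tween 20 and 0.1% BSA | Read-out basis: Percent drop in bead-associated FITC signal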
DAGLB inh – blocks human DAGLB lipase activity. Q8NCG7. HEK293T DAGLB membrane lysate, EnzChek fluorogenic substrate. inhibition, % at 5.17 µM. 340,000 compounds, 0.059% hits; in the data active means inhibition above about 34%;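 further: 0% = enzyme with vehicle and 100% = wells lacking enzyme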
MOR-DOR ag – agonists of human mu-delta opioid receptor heterodimerization; P35372+P41143; cells, OPRM1-OPRD1 heterodimerization, luminescence; activation, % at 9.3 µM; 340,000 compounds, 0.3% hits; in the data active means activation above about 18%;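 further: 0% = vehicle-treated cells and 100% = reference agonist; values of inactives mirror those of a sister screen read the other way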
V-ATPase pHluor – yeast V-ATPase proton transport regulation by pHLuorin; 350,000 compounds, 0.37% hits; response, % at 10 µM; S. cerevisiae, pHLuorin cytosolic pH fluorescence; in the data active means response mostly above about 7.3%, no sharp cut-off; inactive means mostly below about 5.4%; further: actives read high; inactives centre near 0; some compounds called inactive have numbers as strong as hits; reference of the scale not given here
OPRM1-OPRD1 inv – mu-delta opioid heterodimer inverse agonism | AID 504357 | P35372+P41143 | 340,000 compounds, 0.21% hits | cell-based MOR-DOR heterodimer luminescence | inhibition, % at 9.3 µM; in the data active means inhibition above about 22%, passing the limit was not always enough;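 further: 0% = cells with DMSO and 100% = wells without cells with DMSO; values of inactives mirror those of a sister screen read the other way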
* marks the source's active call; other numbers are inactive results; . = not tested or not shown. Outcome played no part in choosing rows; any-hit rate near 2.4%.

SMILES	Pemphigus Ab inh	PKA-R1A act	PKA-R2B act	HTR5A inv ag	HTR5A ag	Arrestin-AP2 inh	DAGLB inh	MOR-DOR ag	V-ATPase pHluor	OPRM1-OPRD1 inv
Cc1ccc(NC(=O)CN(C)S(=O)(=O)c2cccs2)c(Br)c1	.	3	7	8	-3	-7	-1	0.8	5	-5
CC(C)Cn1c(/C=C/c2ccccc2)nc2ccccc21	99	-10	-3	-11	4	-9	-7	7.4	-2	-38
CCN(CC)S(=O)(=O)c1ccc(C)c(NC(=O)COC(=O)C=C(C)C)c1	91	5	-2	-1	5	11	2	-2.3	1	12
Cc1nc(C)c(C(=O)OCC(=O)Nc2ccccc2)s1	.	-1	-4	-14	5	7	-2	-3.5	-3	14
Cc1onc(-c2ccccc2)c1CNC(=O)C1COc2ccccc2O1 (configuration not stated)	113	-12	3	5	3	7	-4	-0.9	8	5
COC(=O)CSc1nc2ccccc2o1	84	-8	-14	-3	-3	24	0	0.7	-4	-4
C[C@@H]1CCCCO[C@H](CN(C)C(=O)c2ccncc2)[C@H](C)CN([C@@H](C)CO)C(=O)c2cc(NC(=O)c3ccccc3)ccc2O1	.	6	7	.	.	.	-6	.	3	.
O=C(NNc1cccc([N+](=O)[O-])c1)/C(=C\c1cccnc1)NC(=O)c1ccccc1	.	0	-5	25	-10	-1	2	0.8	1	-4
COc1ccc2nc(C)cc(NCc3ccc(F)cc3)c2c1	690	-15	-3	4	-2	-15	-9	0.6	-2	-3
Cn1cccc1/C=C1\SC(=S)N(Nc2ccccc2)C1=O	106	1	-3	-8	-1	-16	-8	0.2	-1	-1
CCN1CCN(C(=O)c2cc3c(-c4ccc(Cl)cc4)nn(C)c3s2)CC1	111	-2	1	-32	11	6	-2	0.0	4	0
COc1cc2cc(C(c3nnnn3C(C)(C)C)N3CCC(C)CC3)c(=O)[nH]c2cc1OC (configuration not stated)	98	-3	1	-24	0	9	0	-1.1	4	6
Cc1cccc(CSCCNC(=O)CCSc2ccccc2)c1	95	-7	-13	-13	5	3	-8	1.2	-7	-6
Cc1ccc2nc(N3C(=O)C(O)=C(C(=O)c4ccco4)C3c3ccc(C)o3)sc2c1 (configuration not stated)	.	0	8	-5	2	-2	22	-1.4	-4	7
COc1ccc2c(CC(=O)N[C@@H](Cc3ccccc3)C(=O)O)cc(=O)oc2c1C	106	1	4	8	-2	16	0	1.3	1	-6
C=CCSc1n[nH]c2nc3c(c(=O)n12)C1(CCCC1)Cc1ccccc1-3	104	1	-7	-16	5	4	3	1.1	-3	-6
Cc1ccc(S(=O)(=O)Nc2nc(C)cc(-n3nc(C)cc3C)n2)cc1	100	4	1	-14	6	1	2	1.4	-2	-8
Cc1cc(C)c(C(=O)CC2(O)C(=O)Nc3ccccc32)cc1C (configuration not stated)	96	-9	-3	22	-9	-1	-1	-0.4	1	2
CC1CCc2c(sc(NC(=O)C3=COCCO3)c2C(N)=O)C1 (configuration not stated)	.	-2	-7	-2	1	-1	2	1.1	5	-4
COc1cc2c(C#CCCO)c(-c3ccc(C#N)cc3)oc(=O)c2cc1OC	102	3	-1	-9	10	9	-1	-2.4	-192	13
CSc1ccc(CN(C)CC(=O)Nc2ccccc2C(=O)NC2CC2)cc1	130	-2	2	-4	1	-11	-2	2.5	-3	-10
Cc1ccc(NC(=O)C2CCN(S(C)(=O)=O)CC2)cc1	.	-12	-4	1	1	5	-1	0.7	2	-4
Cc1nnc(NC(=O)CSc2nnnn2Cc2ccccc2)s1	.	-11	-1	9	-4	-9	-2	-4.4	-3	19
Clc1ccc2nnnc(-c3ccccc3)c2c1	100	15	7	-14	1	6	-2	1.9	2	-13
CCn1c(SCC(=O)NCC2CCCO2)nnc1-c1c[nH]c2ccccc12 (configuration not stated)	104	5	1	14	-5	9	-1	0.0	-2	0
COc1cc(C(=O)Nc2cc(OC)c(OC)c(OC)c2)ccc1OCc1c(C)noc1C	.	-14	1	-14	6	1	1	-3.0	-1	12
O=C(Nc1ccc(F)cc1)c1ccc2[nH]c(=O)c(=O)[nH]c2c1	102	-1	-8	-37	1	-1	3	-1.0	-1	5
Cc1ccc(N/C(=N/S(=O)(=O)c2cccs2)c2ccccc2)c(C)c1	85	-3	-1	1	3	-2	-1	-0.6	-3	3
CCOC(=O)C1(Cc2cccc(OC)c2)CCN(Cc2ccc3c(c2)OCCO3)CC1	.	8	-4	-20	-2	14	-4	5.3	0	-26
Cc1ccc(-c2ccc(/C=C/C(=O)c3ccccc3)o2)cc1	98	-4	-8	5	-2	24	-15	0.9	4	-5
CCOc1cc(CNS(=O)(=O)c2cn(C)cn2)cc(OCC)c1OCC	100	3	3	-16	0	-9	-1	-2.5	-1	13
CC(C)NC(=O)NCCCCCCS(C)=O (configuration not stated)	107	-5	-8	-8	5	11	0	0.9	-3	-4
CC[C@]12c3[nH]c4ccccc4c3CCN1C(=O)C(CC(=O)NCCCOC)C[C@@H]2C(=O)N1CCN(C(=O)C2CC2)CC1 (some centres not stated)	110	-6	-7	6	-2	3	2	-1.7	1	8
CCCn1nc(NC(=O)C(C)(C)C)c2cc3cc(OC)ccc3nc21	103	-10	-4	-5	1	3	-2	-0.5	-4	2
COc1ccc(C(=O)OCC(=O)NC2CCCCCCC2)cc1OC	.	-6	-5	-10	4	-1	-4	-1.7	-4	7
COc1ccccc1N1CCN(C(=O)c2c(-c3c(F)cccc3Cl)noc2C)CC1	104	2	-4	-8	2	3	-1	-1.9	2	10
CNC(=O)c1cc2c(=O)n3cc(C)ccc3nc2n(C(C)C)c1=N	112	-16	-15	-25	-3	3	3	0.1	-81	0
CN(CCC1CCOCC1)C(=O)c1cc(COc2c(F)cccc2F)on1	100	4	1	-12	4	-9	-1	-3.3	0	17
COCCCN(C(=O)c1ccccc1F)c1nc(-c2ccc(OC)cc2)cs1	117	0	-4	12	-4	34	-8	-2.4	-5	12
CN(C)C(=O)c1ccc(-c2nnc(OCc3nc4ccccc4n3C)c3ccccc23)cc1	89	5	4	0	-3	11	0	-2.6	3	14
CC(NC(=O)/C=C/c1ccco1)c1nc2ccccc2n1Cc1c(Cl)cccc1Cl (configuration not stated)	101	-1	-7	-15	3	-5	4	0.9	3	-5
COC(=O)c1nn(-c2ccccc2)ccc1=O	102	7	3	0	4	0	0	-2.6	3	12
COCCn1c(SCC(=O)Nc2ccccc2OC)nc2c([nH]c3ccccc32)c1=O	94	-13	-5	18	0	-6	7	-1.2	0	6
COc1ccc(OCc2cc(C(=O)N3CCC(c4ccccc4)CC3)no2)c(Cl)c1	106	-2	-12	0	1	3	-4	-1.6	3	9
O=c1ccc(-c2nc3ccccc3n2Cc2ccc(Cl)cc2)c[nH]1	101	3	6	10	-3	1	0	-4.4	-1	20
CCN(CC)C(=O)C1CCN(S(=O)(=O)c2ccc3oc4ccccc4c3c2)CC1	105	-7	-4	0	6	-2	-1	2.2	-1	-13
Cc1ccc(CN(C)C(=O)c2cccc(S(=O)(=O)N3CCN(Cc4ccccc4)CC3)c2)o1	104	-4	-3	20	-8	-12	-3	0.7	-1	-5
Cc1cc(C)n(-c2ccccc2C#N)n1	.	4	-2	3	-1	-10	0	-3.7	0	18
CCCCc1cc(=O)oc2cc(OCc3cc(OC)c(OC)c(OC)c3)c(Cl)cc12	109	2	-13	9	-3	35	-2	-0.8	-4	4
CN(Cc1ccccc1)S(=O)(=O)c1ccc(NC(=O)C2CCCO2)cc1 (configuration not stated)	102	3	3	-7	-2	-10	1	0.0	1	0
COc1ccc([N+](=O)[O-])cc1N1C(=O)c2cccc3cccc(c23)C1=O	105	5	0	8	1	14	0	0.0	-1	0
COC(=O)c1ccc(OCC(O)CNC2CCCC2)cc1 (configuration not stated)	105	-1	-3	1	-2	5	-1	-1.8	-2	10
Cn1cc(C(=O)c2ccc(F)cc2)cc1-c1nc2ccccc2n1C	96	-4	0	6	5	-3	2	-1.3	-2	8
C[C@]1(OC(=O)/C=C/c2ccccc2)C[C@@H](O)[C@]2(O)C=CO[C@@H](O[C@@H]3O[C@H](CO)[C@@H](O)[C@H](O)[C@H]3O)[C@@H]21	105	-1	-5	-23	-3	-4	0	0.3	-3	-2
COc1ccc(N2CCN(C(=O)CSc3nnc(NC(=O)C4CCC4)s3)CC2)cc1	.	4	2	34	-1	-26	3	-1.4	5	6
COC(=O)CCCNC(=O)c1ccc2oc(CCCc3ccccc3)nc2c1	110	-4	13	-22	8	-12	0	-0.3	2	2
CC(C)Sc1cc(N2CCOCC2)nc(-c2ccc(Cl)cc2)n1	107	6	-11	-7	3	29	-2	-2.7	10	15
O=C(O)c1cc2nc3c(c(C(F)(F)F)n2n1)CCc1ccccc1-3	.	-3	2	5	-2	-2	4	-2.3	-2	10
CC1CCN(C(=O)Cn2ncc3c([nH]c4ccccc43)c2=O)CC1	.	-2	-2	7	2	33	4	1.5	3	-8
Cc1cc(C)n(-c2ccc(C(=O)Nc3cc(C(F)(F)F)ccc3N3CCOCC3)cc2)n1	91	-10	-2	-11	4	-2	-1	-2.9	-3	16

In another format: results already given
O=C(O)c1cc2nc3c(c(C(F)(F)F)n2n1)CCc1ccccc1-3
  Pemphigus Ab inh: .
  PKA-R1A act: -3
  PKA-R2B act: 2
  HTR5A inv ag: 5
  HTR5A ag: -2
  Arrestin-AP2 inh: -2
  DAGLB inh: 4
  MOR-DOR ag: -2.3
  V-ATPase pHluor: -2
  OPRM1-OPRD1 inv: 10

CC1CCN(C(=O)Cn2ncc3c([nH]c4ccccc43)c2=O)CC1
  Pemphigus Ab inh: .
  PKA-R1A act: -2
  PKA-R2B act: -2
  HTR5A inv ag: 7
  HTR5A ag: 2
  Arrestin-AP2 inh: 33
  DAGLB inh: 4
  MOR-DOR ag: 1.5
  V-ATPase pHluor: 3
  OPRM1-OPRD1 inv: -8

Remaining list, next part:
SMILES	Pemphigus Ab inh	PKA-R1A act	PKA-R2B act	HTR5A inv ag	HTR5A ag	Arrestin-AP2 inh	DAGLB inh	MOR-DOR ag	V-ATPase pHluor	OPRM1-OPRD1 inv
O=C(Nc1ccc2oc(-c3ccccc3F)nc2c1)c1ncn[nH]1	104	-3	-12	-5	0	3	2	-0.7	-2	4
COc1ccc(C(C(=O)NC2CCCCC2)N(C(=O)Cc2c[nH]c3ccccc23)c2ccccc2)cc1OC (configuration not stated)	104	-7	-4	14	-4	-3	-1	1.4	-3	-7
CC1(C)CC2CC(C)(CN2C(=O)COC(=O)c2n[nH]c(=O)c3ccccc23)C1 (configuration not stated)	106	5	6	5	1	19	4	0.1	-2	-1
COc1ccc(C2=NOC(C(=O)N3CCN(C(=O)c4ccco4)CC3)C2)cc1OC (configuration not stated)	101	-7	-8	-2	0	1	0	-2.0	1	11
CCOC(=O)C1C(=O)C=C(c2ccc(NS(C)(=O)=O)cc2)CC1c1ccco1 (configuration not stated)	98	-4	-10	-1	7	15	0	-0.7	5	4
C/C(=C\C(=O)c1ccc(C)cc1)NCc1ccc(F)cc1	108	-1	-11	-21	0	-2	-6	3.6	0	-21
Cc1cc(NC(=O)C(=O)c2c(C)[nH]c3ccccc23)no1	109	-2	1	-3	1	-17	-2	-1.8	6	9

Screening results from PubChem.
